C-LANA FP – KSHV C-LANA DNA binding inhibition | 340,000 compounds, 0.078% hits | inhibition, % at 9 µM | MBP-C-LANA/FAM-LBS DNA binding, fluorescence polarization | AID 504423;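 active = highest replicate inhibition at or above 60% at 9 µM, even if other replicates fall short; inactive = all replicates below 60% inhibition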;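 note: 0% = neutral control wells and 100% = 4 µM acridine orange control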
HTR5A inv ctr – counter-screen for OPRM1-OPRD1 inverse agonists: human HTR5A inverse agonism | P47898 | HTR5A cell line, luminescence | inhibition, % at 9.3 µM | 340,000 compounds, 0.083% hits | AID 504634; in the data active = inhibition mostly above about 23%, no sharp cut-off; inactive = mostly below about 18%;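 note: 0% = cells with DMSO and 100% = no-cell wells with DMSO; some compounds called inactive have numbers as strong as hits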
Keap1-Nrf2 PPI – Keap1-Nrf2 (human) interaction inhibition; Q14145; Keap1 Kelch-Nrf2 peptide fluorescence polarization, 1536-well; inhibition, % at 9.4 µM; 340,000 compounds, 0.15% hits; AID 504523; in the data active = inhibition above about 12%;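 note: human Keap1 Kelch domain with fluorescein labeled Nrf2 9mer peptide probe; 0% = neutral control wells and 100% = peptide positive control; higher means more block of Keap1 binding to Nrf2 peptide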
MOR-DOR inv ag – mu-delta opioid heterodimer inverse agonism. P35372+P41143. cell-based MOR-DOR heterodimer luminescence. inhibition, % at 9.3 µM. 340,000 compounds, 0.21% hits; in the data active = inhibition above about 22%, passing the limit was not always enough;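 note: 0% = cells with DMSO and 100% = wells without cells with DMSO; values of inactives mirror those of a sister screen read the other way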
Target sequence (P35372 whole entry, looked up): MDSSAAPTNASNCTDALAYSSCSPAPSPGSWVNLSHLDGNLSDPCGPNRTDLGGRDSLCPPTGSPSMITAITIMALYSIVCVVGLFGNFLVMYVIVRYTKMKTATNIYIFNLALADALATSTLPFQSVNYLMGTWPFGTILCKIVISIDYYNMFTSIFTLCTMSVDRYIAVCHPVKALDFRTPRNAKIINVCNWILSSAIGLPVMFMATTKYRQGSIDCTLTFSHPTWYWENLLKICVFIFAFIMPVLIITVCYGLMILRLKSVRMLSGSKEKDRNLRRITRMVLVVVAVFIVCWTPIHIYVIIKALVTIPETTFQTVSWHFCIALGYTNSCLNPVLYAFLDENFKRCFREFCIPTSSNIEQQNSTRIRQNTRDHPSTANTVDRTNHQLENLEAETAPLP
Target sequence (P41143 whole entry, looked up): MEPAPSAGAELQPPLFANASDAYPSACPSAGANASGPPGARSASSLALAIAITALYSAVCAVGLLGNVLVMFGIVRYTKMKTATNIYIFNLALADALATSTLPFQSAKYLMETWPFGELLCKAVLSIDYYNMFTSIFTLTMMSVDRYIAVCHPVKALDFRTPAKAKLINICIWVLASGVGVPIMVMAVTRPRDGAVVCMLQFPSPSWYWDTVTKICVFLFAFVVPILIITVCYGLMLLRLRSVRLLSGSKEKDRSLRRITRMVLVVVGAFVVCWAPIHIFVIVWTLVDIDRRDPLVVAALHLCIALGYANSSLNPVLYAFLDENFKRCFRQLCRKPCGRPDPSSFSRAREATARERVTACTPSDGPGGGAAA
Cardiac RTF inh – cardiac RTF calcium desensitization; inhibition, % at 7.15 µM; 340,000 compounds, 0.12% hits; AID 493244; IANBD-labeled cardiac RTF, Ca2+ fluorescence; P19429+P45379;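 active = inhibition above the mean inhibition of all tested compounds plus 3 SD, cut at about 17% in these data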;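 note: assay run at fixed EC70 calcium of 1.6 mM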
CAL-PDZ inh HTS – blocks peptide binding to the human CAL PDZ domain | 300,000 compounds, 0.92% hits | AID 602252 | inhibition, % at 24.9 µM | purified CAL PDZ, TMR-peptide fluorescence polarization, 1 h;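 active = mean inhibition of at least 30% with at least half of replicates also reaching 30%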;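 note: 0% = DMSO neutral control and 100% = excess unlabeled competitor peptide PRC23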
V-ATPase pHluor – yeast V-ATPase proton transport regulation by pHLuorin | S. cerevisiae, pHLuorin cytosolic pH fluorescence | response, % at 10 µM | 350,000 compounds, 0.37% hits; in the data active = response mostly above about 7.3%, no sharp cut-off; inactive = mostly below about 5.4%; note: actives read high; inactives centre near 0; some compounds called inactive have numbers as strong as hits; reference of the scale not given here
HTR5A ag – HTR5A agonism, opioid heterodimer counter-screen; P47898; HTR5A agonist assay, luminescence, cell-based; activation, % at 9.3 µM; 340,000 compounds, 0.61% hits; AID 504692; in the data active = activation mostly above about 9.5%, no sharp cut-off; inactive = mostly below about 7.6%;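 note: 0% = cells with vehicle only and 100% = reference agonist; strong numbers were not always called active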
MOR-DOR ag – OPRM1-OPRD1 heterodimerization agonism | P35372+P41143 | cells, luminescence | activation, % at 9.3 µM | 340,000 compounds, 0.3% hits | AID 504326; in the data active = activation above about 18%;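 note: 0% = vehicle-treated cells and 100% = reference agonist; values of inactives mirror those of a sister screen read the other way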
cardiac RTF act – cardiac RTF calcium sensitization; P19429+P45379; IANBD-labeled TnC RTF fluorescence at EC20 calcium; 0% EC20 calcium, 100% full calcium; activation, % at 7.2 µM; 340,000 compounds, 0.24% hits; AID 493008;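 active = activation above the mean over all tested compounds plus 3 SD, cut at about 30% in these data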;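 note: rise in fluorescence read as greater calcium sensitivity of cardiac thin filaments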
An asterisk follows results filed as active; . = not tested or not shown. No enrichment for hits; overall some 2.8% were active at least once.

Sample of the layout, two compounds:
SMILES | C-LANA FP | HTR5A inv ctr | Keap1-Nrf2 PPI | MOR-DOR inv ag | Cardiac RTF inh | CAL-PDZ inh HTS | V-ATPase pHluor | HTR5A ag | MOR-DOR ag | cardiac RTF act
O=C(NCC(=O)N1CCN(S(=O)(=O)c2c(F)cccc2F)CC1)c1ccccc1F | -1.3 | -5 | 0 | -3 | -1 | . | -4 | -6 | 0.5 | 1
C=C1CSc2nc(=O)c3c(C)c(C)sc3n21 | -1.5 | -1 | -3 | 1 | 4 | 2 | -4 | -1 | -0.3 | -3

Results, from the first entry:
SMILES | C-LANA FP | HTR5A inv ctr | Keap1-Nrf2 PPI | MOR-DOR inv ag | Cardiac RTF inh | CAL-PDZ inh HTS | V-ATPase pHluor | HTR5A ag | MOR-DOR ag | cardiac RTF act
O=C(NCC(=O)N1CCN(S(=O)(=O)c2c(F)cccc2F)CC1)c1ccccc1F | -1.3 | -5 | 0 | -3 | -1 | . | -4 | -6 | 0.5 | 1
C=C1CSc2nc(=O)c3c(C)c(C)sc3n21 | -1.5 | -1 | -3 | 1 | 4 | 2 | -4 | -1 | -0.3 | -3
COc1ccc(-c2[nH]ncc2CN(C)Cc2cccnc2)c(F)c1 | 0.5 | -5 | -1 | 3 | -7 | 7 | -3 | 2 | -0.5 | 4
COC(=O)c1ccc(COC(=O)c2ccccc2OC)cc1 | -0.3 | 8 | -9 | -10 | -5 | -1 | 7 | -3 | 2.0 | 0
COCCN(CCOC)S(=O)(=O)c1ccc(C(=O)Nc2nnc(C3CC3)o2)cc1 | -0.5 | 12 | -7 | -10 | -6 | -2 | 1 | 1 | 1.9 | -3
CCCSc1nnc(NC(=O)c2nc(SC)ncc2Cl)s1 | -0.2 | -1 | -4 | 12 | 5 | 6 | -1 | 2 | -2.3 | -1
CCOC(=O)c1c(NC(=O)CCC(=O)N(CC)CC)sc2c1CC(C)(C)OC2 | 1.3 | -18 | 1 | 7 | -1 | -5 | 3 | 6 | -1.3 | 2
Cc1cccc(OCC(=O)Nc2ccc(N3CCCC3)cc2)c1C | -0.6 | -8 | -5 | 14 | -5 | 0 | 0 | 1 | -3.0 | 6
C=CCNC(=S)N1CCN(c2ccccc2Cl)CC1 | 0.5 | -13 | -1 | 12 | -5 | -4 | 1 | 4 | -2.3 | 6
CC(C)(C)C1CCC(=NNC(=O)c2ccco2)CC1 (stereo not drawn) | 0.4 | -6 | 0 | 3 | -9 | . | 0 | 2 | -0.8 | 0
Cc1cc(=O)n2nc(N3CCC(C(=O)NC(C)c4ccccc4)CC3)sc2n1 (stereo not drawn) | -0.1 | -2 | -7 | 5 | -13 | -3 | -4 | 1 | -0.8 | 3
COc1ccccc1-c1cc(C(F)(F)F)nc(N2CCCC2)n1 | 3.9 | 8 | 2 | -1 | 0 | 0 | -3 | 3 | 0.2 | -11
COc1cc(/C=C/C(=O)N2CCOCC2)ccc1OCc1ccccc1 | 1.3 | -7 | 3 | 4 | -13 | -4 | 5 | 3 | -0.8 | -2
CC1CC(=O)Nc2ccccc2N1C(=O)CSc1nnnn1C (stereo not drawn) | -0.5 | 0 | 7 | -9 | -6 | . | 0 | 0 | 1.8 | 3
CCn1cc(C(=O)N[C@@H](C)C(=O)NCCCn2ccnc2)c(=O)c2cc3c(cc21)OCO3 | 0.4 | -16 | -2 | 18 | 3 | 1 | 5 | -4 | -3.5 | 2
O=[N+]([O-])c1cccc(CNc2ccc3c(c2)CCC3)c1 | 0.1 | -17 | -1 | -46 | 9 | . | -4 | 7 | 8.6 | -8
C/C(=N\NC(=O)c1cc2ccccc2cc1O)c1ccccn1 | 0.7 | 12 | 3 | 3 | 3 | 2 | 4 | -3 | -0.6 | -4
O=C(CC(=O)N/N=C\c1ccc(F)cc1)NCCc1ccccc1 | 1.3 | -6 | 2 | 5 | -11 | -4 | -2 | 0 | -1.1 | -2
CCN(CC)S(=O)(=O)c1ccc(N2CCN(C)CC2)c(NC(=O)CSCC(=O)Nc2cccc(C)c2)c1 | -2.4 | 2 | 0 | 3 | -15 | -1 | -5 | 3 | -0.5 | 4
COc1ccc(-n2c(SCC(=O)N3CCOCC3)nc3ccccc3c2=O)cc1 | -1.0 | 11 | 1 | 7 | -1 | -7 | -1 | -2 | -1.4 | -9
COc1cc2cc(Oc3ccc4ccc(=O)oc4c3)c(=O)oc2cc1OC(=O)/C=C/c1ccccc1 | -0.5 | -10 | -3 | 10 | -9 | -5 | 5 | 1 | -1.8 | -6
Cc1cccc(C(=O)OCC(=O)NCc2ccco2)c1 | 0.9 | 2 | 4 | 14 | -2 | . | -4 | -2 | -3.6 | -1
O=C(Cc1ncc(C(F)(F)F)cc1Cl)NCc1cccnc1 | 2.5 | 12 | -1 | 13 | 0 | -3 | -1 | -3 | -2.9 | 4
CCOC(=O)C1=C(COC(=O)CCNS(=O)(=O)c2ccc(NC(C)=O)cc2)NC(=O)NC1C (stereo not drawn) | 0.4 | -1 | 1 | 18 | 7 | 2 | -6 | 0 | -3.4 | -5
CCn1c(=O)c(CCC(=O)NCC2CCCO2)c(C)c2c(C)nn(-c3ccc(C)cc3)c21 (stereo not drawn) | -0.4 | 6 | -1 | 14 | -6 | -4 | -2 | -1 | -2.7 | -1
Cc1cccc(CSc2nn3c(=O)c(C)nnc3s2)c1 | 0.3 | -19 | -2 | 14 | -7 | -1 | 1 | -3 | -2.6 | -2
CC(C)(c1ccccc1)c1ccc(OCCCN2CCNCC2)cc1 | 0.9 | 3 | -3 | -4 | 2 | -4 | 1 | -1 | 0.6 | 0

Some of the entries so far, as a markdown table:
| mol | C-LANA FP | HTR5A inv ctr | Keap1-Nrf2 PPI | MOR-DOR inv ag | Cardiac RTF inh | CAL-PDZ inh HTS | V-ATPase pHluor | HTR5A ag | MOR-DOR ag | cardiac RTF act |
| --- | --- | --- | --- | --- | --- | --- | --- | --- | --- | --- |
| COc1cc2cc(Oc3ccc4ccc(=O)oc4c3)c(=O)oc2cc1OC(=O)/C=C/c1ccccc1 | -0.5 | -10 | -3 | 10 | -9 | -5 | 5 | 1 | -1.8 | -6 |
| Cc1cccc(C(=O)OCC(=O)NCc2ccco2)c1 | 0.9 | 2 | 4 | 14 | -2 | . | -4 | -2 | -3.6 | -1 |
| O=C(Cc1ncc(C(F)(F)F)cc1Cl)NCc1cccnc1 | 2.5 | 12 | -1 | 13 | 0 | -3 | -1 | -3 | -2.9 | 4 |
